# PglD inh – C. jejuni PglD acetyltransferase inhibitors, primary screen, biochemical, DTNB colorimetric, single point; UDP-N-acetylbacillosamine N-acetyltransferase PglD (Campylobacter jejuni); purified PglD enzyme, DTNB colorimetric CoA detection; inhibition, % at 12.5 µM; 360,000 compounds, 0.098% hits; in the data active = inhibition above about 16%, passing the limit was not always enough; inconclusive = no clear call, values can overlap the other calls; note: strong numbers were not always called active
# RAD54 branch – inhibitors of human RAD54 branch migration, primary screen, biochemical, fluorescence, single point; DNA repair and recombination protein RAD54-like (Homo sapiens), Q92698; RAD54 Holliday junction branch migration, FAM/BHQ fluorescence; inhibition, % at 10.4 µM; 360,000 compounds, 0.14% hits; AID 602329, 2012;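 active = mean normalized replicate activity at least 40 and at least half of replicates scoring 40 or more; inconclusive = only one of the two criteria met; inactive = mean below 40 and under half of replicates reaching 40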;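 note: 0% = median of neutral control wells and 100% = median of positive control wells; inhibitors cause a drop in the FAM fluorescence signal; in these data hits start at about 50%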
# Casp6 inh – human caspase-6 inhibitors, primary screen, biochemical, VEID-R110 fluorescence, single point, set 2 | inhibition, % at 12.5 µM | purified caspase-6, Z-VEID-R110 cleavage fluorescence | 350,000 compounds, 0.53% hits | P55212;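 active = mean inhibition across replicates at least about 35%, with every replicate also reaching that limit, limit read from the data; inconclusive = only one of the two criteria met; inactive = neither criterion met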;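 note: 0% = median of neutral control wells and 100% = no fluorescence left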
# Target sequence (P55212 24-179 limits assumed): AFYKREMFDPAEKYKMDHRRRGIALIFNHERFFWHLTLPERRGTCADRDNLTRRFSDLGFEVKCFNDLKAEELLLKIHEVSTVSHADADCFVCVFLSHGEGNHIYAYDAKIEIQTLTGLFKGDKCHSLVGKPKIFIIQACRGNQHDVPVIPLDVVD
# Target sequence (P55212 194-293 limits assumed): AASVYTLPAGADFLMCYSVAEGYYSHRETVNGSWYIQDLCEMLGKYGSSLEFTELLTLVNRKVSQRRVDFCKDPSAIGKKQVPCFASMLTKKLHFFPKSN
# E-sel inducer – E-selectin induction in HUVECs, primary screen, imaging, HUVEC, immunofluorescence imaging, single point | P16581 | normalized: neutral wells 0, TNF-alpha wells 100 | activation, % at 7.58 µM | 260,000 compounds, 0.37% hits | AID 686992, 2013;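 active = mean E-selectin-positive cell signal at least 10% of the positive control, reached in at least 60% of replicates, without over 20% cell loss; inconclusive = no rule given, readout overlaps actives, possibly toxicity-flagged; inactive = the rest, including those meeting only one limit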;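 note: in these data hits start at about 27%; measured in HUVEC primary endothelial cells; signal is the percent of cells scored E-selectin positive by PE staining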
#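 Read-out basis: % PE-positive cells; Test system: HUVEC primary endothelial cells; Technique: immunofluorescence imaging; Dosing: single-point compound dose.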
# RAD52 inh – RAD52 DNA annealing inhibitors, primary screen, biochemical, FRET, single point, set 2; recombinant RAD52 DNA annealing, FRET fluorescence; DNA repair protein RAD52 homolog (Homo sapiens), P43351; inhibition, % at 18.7 µM; 360,000 compounds, 0.46% hits;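 active = every replicate showing at least 50% inhibition; inconclusive = mean inhibition at least 50% but not in every replicate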
# Target sequence (P43351 whole entry, looked up): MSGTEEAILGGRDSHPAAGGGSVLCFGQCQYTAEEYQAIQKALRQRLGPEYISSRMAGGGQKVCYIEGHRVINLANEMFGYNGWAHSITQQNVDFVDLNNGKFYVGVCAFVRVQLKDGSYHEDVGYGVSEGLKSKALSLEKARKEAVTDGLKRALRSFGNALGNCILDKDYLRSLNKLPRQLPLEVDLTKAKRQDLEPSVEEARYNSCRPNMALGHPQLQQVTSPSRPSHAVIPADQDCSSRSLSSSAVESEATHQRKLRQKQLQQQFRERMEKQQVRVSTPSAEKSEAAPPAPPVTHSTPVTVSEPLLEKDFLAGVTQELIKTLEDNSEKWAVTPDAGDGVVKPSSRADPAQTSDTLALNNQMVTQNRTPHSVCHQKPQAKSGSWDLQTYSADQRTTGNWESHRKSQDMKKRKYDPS
# ERp5 block – inhibitors of ERp5-driven insulin aggregation, primary screen, biochemical, turbidity, absorbance 650 nm, single point | Protein disulfide-isomerase A6 (Homo sapiens), Q15084 | 90 min | inhibition, % at 9.99 µM | 350,000 compounds, 0.05% hits | AID 651711, 2012;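 active = mean replicate inhibition above about 25%, with every replicate also reaching it, limit read from the data, passing the limit was not always enough; inconclusive = only one of those two criteria met; inactive = neither criterion met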
# ARNT TACC3 PPI – disruptors of ARNT/TACC3 protein interaction, primary screen, biochemical, AlphaScreen, single concentration | Transforming acidic coiled-coil-containing protein 3 (Homo sapiens), Q9Y6A5 | AlphaScreen His-ARNT PAS-B/GST-TACC3 binding, luminescence; TACC3 fragment carries E629A point mutation | inhibition, % at 9.99 µM | 390,000 compounds, 0.66% hits;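 active = mean inhibition of replicates at least 50% and at least half of replicates each reaching 50%; inconclusive = half or more replicates reach 50% but mean below 50%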;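 note: 0% = complete ARNT plus TACC3 wells and 100% = ARNT alone without TACC3; many hits fall short of the cut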
# esBAF inh – Bmi1 luciferase reporter increase in mESCs, primary screen, esBAF inhibitor project, mouse ES cells, Bmi1 luciferase knock-in, single point; AID 602393, 2012; 24 h; 100% = twice the neutral-well signal; 350,000 compounds, 2% hits; reporter increase, % at 12.5 µM; in the data active = activation above about 40%; inconclusive = no clear call, values can overlap the other calls;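 note: 0% = median of the plate's neutral control wells and 100% = double that signal; a rise in the Bmi1 reporter signal indicates esBAF inhibition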
# Starred values were filed as active, the others as inactive; ? = inconclusive; nt = no result given; & = joins results of further samples.
Molecule,PglD inh,RAD52 inh,Casp6 inh,ARNT TACC3 PPI,ERp5 block,E-sel inducer,RAD54 branch,esBAF inh
C/C(=N\NC(=S)NC(C)C)c1ccccc1OC(F)F,nt,-1.2,3.4,0.9,-1.0,1.2,nt,nt
CN(C)CC(=O)N1C[C@@H]2[C@H](c3ccccc31)[C@H](CO)N2C(=O)c1ccccn1,-2.2,-29.7,-1.1,-0.6,1.4,0.2,0.1,-1.9
O=C(NNC(=S)Nc1ccc(F)cc1F)c1ccco1,1.5,-20.4,2.7,5.6,-6.5,0.0,-1.0,13.5
C[C@H]1CN([C@@H](C)CO)C(=O)c2cc(C3=CCCCC3)cnc2O[C@H]1CN(C)Cc1ccccc1F,-1.9,7.5,0.8,1.9,-2.5,-0.2,-0.3,0.3
CCCC(=O)NC(c1ccc(C)cc1)c1ccc2cccnc2c1O (centres undefined),-5.2,nt,nt,-23.6,nt,nt,-1.0,-53.3
COC(=O)c1sccc1NC(=S)N1CCC(C(N)=O)CC1,nt,-6.2,0.3,3.1,1.2,-1.1,nt,2.1
CN(C(=O)Nc1ccc(S(=O)(=O)N(C)C)cc1)C1CCCCC1,-2.2,nt,nt,-10.4,nt,nt,-0.1,27.3
O=C(Cc1ccccc1)Nc1ccccc1N1CCOCC1,1.1,nt,nt,3.1,nt,nt,-0.1,-4.8
COc1ccc(-c2ccccc2[C@H]2[C@@H](CO)N(C(=O)NC3CCCC3)[C@H]2C#N)cc1,nt,3.8,2.4,nt,-1.4,0.1,nt,nt
C[C@H](CO)N1C[C@H](C)[C@H](CN(C)C(=O)Nc2ccccc2)Oc2ccc(NS(=O)(=O)c3ccc(Cl)cc3)cc2C1=O,-1.6,18.6,2.6,1.3,3.9,-15.5,3.1,-4.8
O=C1Nc2cc(Br)ccc2C1(O)c1ccccc1O (centres undefined),0.8,0.0,1.5,-1.8,6.7,-0.1,2.4,-7.4
NS(=O)(=O)c1ccc(NC(=O)Nc2cccc3ccccc23)cc1,-5.8,2.3,0.1,-0.1,-1.5,nt,-0.8,-6.7
CCn1cnc2scc(-c3ccc(OC)cc3)c2c1=O,-0.9,-10.0,0.6,0.6,4.3,nt,1.3,-3.7
CN(C(=O)c1cccc(NC(=O)Cc2cccc(NC(=O)C3CCN(C(=O)C4CC4)CC3)c2)c1)C1CC1,7.6,-11.6,-2.0,1.1,0.5,-1.7,-0.9,2.3
COc1ccc(C2=NOC(Cn3nc(-c4ccccc4)cc3C(=O)NCc3cccs3)C2)cc1 (centres undefined),-0.4,-3.7,-0.2,12.1,-3.6,-0.1,-1.6,-7.9
COc1ccccc1CN(C)C[C@H]1OCc2cn(nn2)CCCC(=O)N([C@@H](C)CO)C[C@H]1C,-3.7,-1.4,-3.1,-1.9,-0.3,0.5,-3.8,-3.6
O=C(Cn1c(=O)n(CC2CCCO2)c(=O)c2ccccc21)c1ccccc1 (centres undefined),5.9,nt,nt,-3.4,nt,nt,1.4,-2.4
CCCNC(=O)Nc1ccc2c(c1)OC[C@H](C)N(C)C[C@H](C)[C@H](OC)CN(C)C2=O,0.9,1.4,1.6,-3.4,1.4,0.0,-6.8,-0.3
O=[N+]([O-])c1ccccc1-c1cc(-c2cc(Cl)ccc2O)n[nH]1,2.9,nt,nt,10.7,nt,-1.6,-0.9,nt
CCC(=O)N1CCCC(C(=O)c2ccc(-c3ccccc3)cc2)C1 (centres undefined),-8.2,-16.4,0.6,4.1,-0.2,0.2,0.6,8.2
Cc1nc(C(=O)O)nn1-c1cc(Cl)ccc1Cl,nt,-2.4,0.7,2.7,2.4,nt,nt,-6.3
O=C(c1ccc(Cl)cc1Cl)N1CCC(C(=O)N2CCOCC2)CC1,0.7,1.7,nt,-2.6,0.3,nt,2.4,9.3
O=[N+]([O-])c1ccc(Cc2ccncc2)cc1,nt,-18.9,-0.8,-10.3,-4.9,nt,nt,nt
COc1ccc(N(C(=O)c2snc(C(N)=O)c2N)C(C(=O)NC2CCCC2)c2ccc(C)o2)c(OC)c1 (centres undefined),9.3,-16.9,0.7,-6.0,1.4,-0.1,-0.3,5.2
COC(=O)[C@@H]1[C@@H](CO)[C@@H]2Cn3c(ccc(-c4cccc(F)c4)c3=O)[C@@H]2N1C(C)=O,-1.0,-8.0,-2.2,-0.2,?,-1.5,-1.8,-3.8
CC(=O)Oc1cc2c(c3ccccc13)CCC2=O,0.2,-14.4,-2.7,-3.8,4.9,0.3,0.6,3.3
Cc1ccc(CN2CCNC(=O)C2CC(=O)NC2CCCCCC2)cc1 (centres undefined),-6.4,-51.1,1.7,-3.8,14.9,-0.2,-4.4,5.0
Cc1ccc(C(=O)OCC(=O)NCc2ccco2)cc1S(=O)(=O)N1CCOCC1,-1.3,-9.1,7.6,-5.7,-2.9,-0.1,-12.3,-2.3
O=C(CCNC(=O)c1ccccc1Cl)Nc1ccc(S(=O)(=O)Nc2ncccn2)cc1,nt,-14.9,-1.6,3.8,1.5,0.7,nt,nt
CCCCc1c(-c2ccccc2OC)ncn1Cc1ccc(Cl)cc1Cl,nt,-31.7,-3.7,nt,4.2,-0.1,nt,nt
Cc1cc(=O)c(C(=O)O)nn1-c1ccccc1F,-2.2,-14.2,-2.2,-4.4,3.0,-0.1,-9.4,-7.9
COc1ccccc1-c1ccc2c(c1)[C@H]1[C@H](CCN1S(=O)(=O)c1ccccc1)[C@@H](CO)N2,2.5,43.0,-0.1,24.6,-4.4,-0.3,7.0,-9.9
CCN1C(=O)/C(=C2/SC(C)=C(C)N2CC)SC1=S,-1.9,nt,nt,1.9,nt,nt,0.6,1.1
O=C(NCc1cccnc1)c1cc(-c2ccc(Cl)cc2)oc1C(F)(F)F,nt,-18.2,-0.4,-6.9,3.1,-0.1,nt,5.0
Cc1nn(CC(=O)N2CCN(C34CC5CC(CC(C5)C3)C4)CC2)c(C)c1[N+](=O)[O-],-1.2,-4.9,1.5,4.5,-1.3,0.0,4.7,nt
C[C@H](CO)N1C[C@H](C)[C@@H](CN(C)Cc2ccc(Cl)c(Cl)c2)Oc2c(NC(=O)c3ccncc3)cccc2C1=O,-2.1&1.3,3.4&0.1,0.1&2.0,-1.9&9.1,1.2&2.5,?,-2.5&-10.2,0.0&7.1
Cc1nnc(NC(=O)C2CCCC2)s1,-2.8,-8.3,-0.2,-0.8,2.7,nt,3.9,-11.8
CCN(CC(=O)NC(C)C)C(=O)CCNC(=O)c1ccc(Cl)cc1,4.1,nt,nt,-5.4,nt,nt,-4.1,2.0
C[C@H]1CN([C@@H](C)CO)C(=O)c2cc(C#CCN(C)C)cnc2O[C@@H]1CN(C)C(=O)CCN1CCCCC1,-1.1,-0.1,0.3,-12.6,-4.5,0.0,-5.1,1.2
CC1CCN(C(=O)CSc2nnc3ccc(-c4cccnc4)nn23)CC1,5.3,0.9,4.1,3.3,-10.8,0.3,8.7,-6.8
COc1cc(CCC(=O)Nc2cc(S(=O)(=O)N3CCOCC3)ccc2OC(C)C)cc(OC)c1OC,nt,11.9,-2.1,nt,0.1,0.4,6.5,-1.2
C[C@H](CO)N1C[C@H](C)[C@H](CN(C)C(=O)Nc2cccc3ccccc23)Oc2ccc(N(C)C)cc2CC1=O,1.9,9.4,-0.1,-1.5,1.5,-15.6,0.8,1.4
O=C(Nc1ccccc1O)c1ccc(Cl)cc1,-1.5,nt,nt,5.4,nt,nt,1.1,4.1
Cc1nc2sc(C(c3cccs3)N3CCN(c4cccc(Cl)c4)CC3)c(O)n2n1 (centres undefined),1.7,-28.8,1.7,5.1,1.7,-0.2,4.2,14.4
CCOC(=O)CSc1nc(C)cc(C)c1C#N,3.4,nt,nt,7.4,nt,nt,8.9,1.6
CN(C)c1nc(N)nc(CSc2nnnn2-c2ccc(Cl)cc2)n1,1.8&-0.6,-22.9,-2.9,-9.7,2.3,nt,-8.7&-5.2,3.7
O=C(NNC(=O)C1CC1)c1cc(Cl)nc2ccccc12,-3.9,4.3,-1.6,-0.9,5.2,1.7,1.4,-8.4
N#Cc1cccc(NC(=O)c2cc(C3CCCCN3S(=O)(=O)c3ccccc3)on2)c1 (centres undefined),0.2,-9.2,2.6,nt,0.6,0.0,2.7,20.4
Cc1nn(CC(=O)NC2CCCCC2)c(=O)c2cccn12,-2.9,-5.4,1.5,-2.3,-1.6,nt,-6.8,6.3
Cc1ccc(-c2csc(N3CCN(c4cc5c(cc4Cl)nc(-c4ccncc4)n5CCOCCO)CC3)n2)cc1,1.4,nt,nt,-6.4,nt,nt,2.1,12.8

# Next structures follow:
Molecule,PglD inh,RAD52 inh,Casp6 inh,ARNT TACC3 PPI,ERp5 block,E-sel inducer,RAD54 branch,esBAF inh
CCOC(=O)Cc1csc(NC(=O)Nc2ccccc2)n1,-2.1,nt,nt,0.9,nt,nt,0.9,47.4*
COc1ccc(C(=O)CSc2n[nH]c(C)n2)cc1[N+](=O)[O-],nt,-2.8,1.8,-6.2,0.6,-0.9,nt,nt
C/C(=N\NC(=O)CSc1nc(C)cc(C)n1)c1ccc2c(c1)OCCO2,nt,-9.0,24.5,0.5,-0.9,nt,nt,nt
CC(C)[C@H](NC(=O)N1c2ccccc2NC(=O)[C@@H]1C(C)C)C(=O)N[C@@H](Cc1c[nH]c2ccccc12)C(=O)O,0.8,-16.2,-3.6,-6.1,0.0,nt,0.8,-3.4
Cn1nc(C(F)(F)F)c(C#N)c1N1CCN(c2ccccc2)CC1,-1.5,-12.8,-3.6,-2.0,-2.1,nt,0.6,-16.9
C[C@@H]1CN([C@@H](C)CO)C(=O)c2cc(NC(=O)Nc3cccc4ccccc34)ccc2O[C@@H](C)CCCCO[C@@H]1CN(C)Cc1ccc(C(F)(F)F)cc1,-4.5,nt,nt,-24.6,nt,1.0,-4.5,1.7
COc1cc(C(=S)N2CCC(C(N)=O)CC2)ccc1O,-1.0,nt,nt,18.2,nt,nt,4.2,-0.3
COc1ccc(-c2cc3ccccc3s2)cc1[C@H]1[C@H]2C=CC[C@@H](C)[C@@H]2C(=O)N1Cc1ccccc1,2.7,-97.8,-0.9,-3.7,-7.5,-0.1,-0.5,50.2*
C[C@H](CO)N1C[C@H](C)[C@@H](CN(C)C(=O)Nc2ccc(F)cc2)OCCCC[C@H](C)Oc2ccc(NC(=O)Nc3ccc(F)cc3)cc2C1=O,1.9,-10.5,-7.0,1.8,-3.7,nt,-6.5,8.5
O=C(Nc1c2c(nn1-c1ccccc1)CS(=O)(=O)C2)c1ccccc1Br,-0.2,-22.3,2.1,1.9,-10.0,nt,13.0,0.1
C[C@@H]1CN([C@@H](C)CO)C(=O)c2cc(NC(=O)Nc3ccc(F)cc3)ccc2O[C@@H]1CN(C)Cc1ccc(C(F)(F)F)cc1,-2.2,-7.0,-2.9,4.3,0.2,16.2,8.4,-3.3
COc1ccc(N(CC(=O)Nc2ccc(C(C)C)cc2)S(=O)(=O)c2c(C)noc2C)cc1,0.5,-5.1,0.0,-5.4,-0.7,nt,10.9,-7.2
